Source: PubChem
KCNH2 WT inh: inhibitors of human wildtype KCNH2 potassium channel; U2OS, BacMam KCNH2, thallium flux FluxOr; stronger effect = lower value; activity change, % at 1.84 µM; 0.37% of 340,000 active;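 active means maximum activity change below -70%; inconclusive means maximum activity change between -70% and -50%; inactive means maximum activity change above -50%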
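U2OS cells transduced with wild-type KCNH2 virus are loaded with FluxOr dye for 45 min, and thallium flux is measured in kinetic reads before and after stimulation buffer. Rate constants are normalized to DMSO controls.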
Chronic BCR inh: blocks chronic active B-cell receptor signaling; ABC-DLBCL IkBa-CBG/CBR reporter, luminescence ratio, 4 h; 0.05% of 340,000 active; Potency, µM (series often up to 46.1 µM), without a hit: at the top dose ratio change, negative = lower green/red ratio, most hits filed as inhibitors; AID 493014; active means well fitted inhibition curve with a large enough effect in the signal ratio, with a control signal flat, not every such curve was filed as active; inconclusive means small, poorly fitted or top-dose-only effect, or effect the other way, or a change in a side signal; the % refers to the signal ratio;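 further: potency means the concentration at half of the fitted maximal effect; plate controls were basal doxycycline-induced cells for no effect and cells given 10 µM MG132 for full effect; MG132 reads +100%, hits lower the ratio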
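Cell line TMD8 (human ABC DLBCL), stably expressing tet-inducible CBG68-IkBa fusion and CBR; IMDM/0.5% FBS; cpd up to 46 uM; dox induction, 4 h, 37C/5% CO2; dual luminescence; green/red ratio; MG132 control.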
USP2a block: inhibitors of human ubiquitin-specific protease USP2a; USP2 core, Ub-CHOP2 coupled fluorogenic reporter, 485/531; Potency, µM (highest dose often 38.3 µM), without a hit: at the highest dose activity change, negative = inhibition, most hits filed as inhibitors; 0.01% of 330,000 active;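 further: potency means the concentration at half of the fitted maximal effect; plate controls were DMSO wells for no effect and full inhibition by NEM control for full effect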
Target sequence (O75604 whole entry, looked up): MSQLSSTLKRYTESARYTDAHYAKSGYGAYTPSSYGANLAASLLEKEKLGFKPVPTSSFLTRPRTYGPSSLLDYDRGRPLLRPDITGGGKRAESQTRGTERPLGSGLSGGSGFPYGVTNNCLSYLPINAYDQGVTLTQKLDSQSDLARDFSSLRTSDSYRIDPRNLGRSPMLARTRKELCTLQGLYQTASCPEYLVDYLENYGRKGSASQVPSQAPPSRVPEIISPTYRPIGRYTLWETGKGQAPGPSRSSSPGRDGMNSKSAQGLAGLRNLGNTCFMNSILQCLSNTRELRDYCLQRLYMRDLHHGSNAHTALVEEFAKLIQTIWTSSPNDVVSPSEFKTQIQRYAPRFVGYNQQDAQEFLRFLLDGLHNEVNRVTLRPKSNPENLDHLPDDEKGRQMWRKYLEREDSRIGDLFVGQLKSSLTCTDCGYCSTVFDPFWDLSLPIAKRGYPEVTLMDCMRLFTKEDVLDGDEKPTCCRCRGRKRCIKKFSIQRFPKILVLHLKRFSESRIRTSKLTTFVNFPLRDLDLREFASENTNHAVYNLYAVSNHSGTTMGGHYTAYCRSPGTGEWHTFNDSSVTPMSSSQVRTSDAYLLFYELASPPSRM
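Deubiquitinase activity read as fluorescence (485/531 nm) after Ub-CHOP2 cleavage activates the enterokinase reporter on its substrate; USP2 core 10nM, Ub-CHOP2 and substrate 25nM each, 30min compound preincubation then 60min RT; data normalized to NEM, curves fitted.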
KCNH2 3.1 block: KCNH2 3.1 (human) potassium channel inhibition | activity change, % (tested at about 1.8 µM) | 0.95% of 340,000 active | U2OS KCNH2 3.1, thallium flux FluxOr; stronger effect = lower value;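 active means maximum activity change below -70%; inconclusive means maximum activity change from -70% to -50%; inactive means maximum activity change above -50%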;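 further: thallium influx rate constant from kinetic fluorescence after stimulation buffer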
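U2OS cells transduced with KCNH2 3.1 mutant virus (1.77 x 10^8 /mL, 4 h), plated overnight at 37 C, loaded 45 min with FluxOr dye plus Red40 quencher. Thallium flux rate constant from kinetic reads after stimulation buffer, normalised to controls.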
FBPA coupling cs: coupling enzyme interference in Giardia aldolase counter-screen | AID 2472 | coupling enzyme system counterscreen, AmpLite Red fluorescence | 0.67% of 290,000 active | activity change, negative = inhibition, % at 58.2 µM, hits read low; in the data active means activity change below about -30%
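Counterscreen of the coupled detection system alone, without aldolase: glyceraldehyde-3-phosphate coupling enzymes plus AmpLite Red readout. Compounds at 57.5 uM final, 10 min RT preincubation, 20 min RT reaction, fluorescence 525/598 nm.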
PKM2 activator: activators of human pyruvate kinase M2. 0.34% of 260,000 active. Potency, µM (titrated, usually from 57.5 µM), for inactives: at the highest dose activation, usual class: activators. purified PKM2, Kinase-Glo ATP luminescence, activation; response scale: 0% is enzyme alone, no compound. P14618. AID 1631; further: potency means the concentration at half of the fitted maximal effect; nearly all actives have a fitted effect of over 55% in size
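Purified hPK-M2 (>95% pure) converted ADP (0.1 mM final) to ATP with 0.5 mM PEP in 50 mM imidazole pH7.2, KCl, MgCl2, Tween 20, BSA; 1 h at room temperature. ATP detected by Kinase-Glo luminescence.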
Eya2 inh: blocks the phosphatase activity of human Eya2 | 0.006% of 330,000 active | AID 488837 | O00167 | recombinant Eya2, OMFP fluorescence dephosphorylation (OMFP is methylfluorescein phosphate) | Potency, µM (top dose mostly 76.9 µM), without a hit: at the top dose activity, negative = inhibition, hits mostly inhibitors; further: potency means the concentration at half of the fitted maximal effect
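Eya2 protein (added as 0.2 uM solution) was preincubated with compound for 10 min at ambient temperature in 50 mM HEPES pH 7.5, 50 mM NaCl, 5 uM MgCl2, 0.05% BSA, 1 mM DTT. OMFP (added at 50 uM) then reacted 10 min; fluorescence read at 485/525 nm.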
GALK inh: blocks human galactokinase activity; Potency, µM (series often up to 57.5 µM), for the others: at the top dose activity change, negative = inhibition, usual class: inhibitors; 0.007% of 270,000 active; P51570; Purified GALK, Kinase-Glo residual ATP luminescence; further: potency means the concentration at half of the fitted maximal effect
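GALK at 5 nM final was combined with compound, 35 uM ATP and 100 uM galactose in HEPES pH8.0 with MgCl2 and DTT. The reaction ran one hour at room temperature before luminescent ATP detection.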
uPA generation: blocks generation of uPA at the cell surface | cell surface uPA generation assay, qHTS | Potency, µM (highest dose often 38.3 µM), for the others: at the top dose activity change, negative = inhibition, hits mostly inhibitors | 0.31% of 330,000 active; active means well fitted inhibition curve with a large enough effect; inconclusive means small, poorly fitted or top-dose-only effect; inactive means no such curve, though single readings can be large or run the other way; tested in mouse RAW 264.7 cells; further: potency means the concentration at half of the fitted maximal effect; nearly all actives have a fitted effect of over 55% in size
Giardia kill: kills Giardia lamblia. activity change, % at 7.66 µM, hits read low. Giardia lamblia trophozoite viability. 0.15% of 340,000 active. AID 540267; in the data active means activity change below about -80%; inconclusive means between about -30% and that limit;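 further: parasites exposed to compound for two days anaerobically before the ATP read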
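Viability, read as ATP luminescence: trophozoites at 100 cells/well, compound added, 48 hrs anaerobic at 37 deg C, then 15-30 min room-temperature development before reading.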
B2AR arrestin: agonists driving beta-arrestin recruitment to human beta2-adrenergic receptor. Potency, µM (highest dose often 46.1 µM), for inactives: at the top dose activation, actives largely listed as activators. beta-arrestin recruitment to beta2AR, cell-based reporter. 0.02% of 330,000 active. P07550;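 further: potency means the concentration at half of the fitted maximal effect; 0% = DMSO controls and full agonism = EC100 isoproterenol or metaproterenol; nearly all actives have a fitted effect of over 65% in size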
Starred values were filed as active, the others as inactive; ? = inconclusive; / = not tested or not shown; [ ] = remark or other dose. Unless noted, the call rests on the fitted dose curve; in most records, active means well fitted curve in the direction sought with a large enough effect; inconclusive means small, poorly fitted or top-dose-only effect, or another doubt; inactive means no such curve, though single readings can be large; an effect the other way counts as inactive or inconclusive. Unless noted, on the % scale 0 is the no-effect control and ±100 the full control effect. Compounds were not picked by outcome; about 2.4% have a hit in one of these screens.

The opening 2 records (preview)
[1] CCCOC(=O)c1ccc(NC(=O)c2ccccc2[N+](=O)[O-])cc1
[2] O=C(Cc1ccccc1)NN1C(=O)C2C3C=CC(C4CC34)C2C1=O (configuration not stated)

Compound	1	2
Giardia kill	-7.3	-10.6
KCNH2 3.1 block	2.4	-3.6
uPA generation	11.4%	9.8%
KCNH2 WT inh	-5.6	-7.4
B2AR arrestin	0.3%	-1.6%
FBPA coupling cs	-1.5	0.9
USP2a block	-3.1%	2.5%
GALK inh	3.7%	-0.1%
Eya2 inh	-0.1%	-3.3%
Chronic BCR inh	?	-0.8%
PKM2 activator	1.3%	2.9%

Results (from the top)
[1] CCCOC(=O)c1ccc(NC(=O)c2ccccc2[N+](=O)[O-])cc1
[2] O=C(Cc1ccccc1)NN1C(=O)C2C3C=CC(C4CC34)C2C1=O (configuration not stated)
[3] CCn1c(=O)c(C(C)=O)nc2ccccc21
[4] O=C(O)c1ccc(/C=N/NC(=O)c2ccc(CN3c4cccc5cccc(c45)S3(=O)=O)cc2)cc1
[5] COc1cc(/C=N/NC(N)=S)ccc1OCC(=O)Nc1ccc(C)cc1
[6] CN(Cc1cccs1)c1nc(-c2cccnc2)nc2ccccc12
[7] O=c1c2ccccc2nc(/C=C/c2cccnc2)n1CCc1ccccc1
[8] O=C(O)C1CCN(C(=O)CSc2nc3ccccc3c(=O)n2Cc2ccccc2)CC1
[9] O=C1C(=O)N(CCN2CCOCC2)C(c2cccnc2)/C1=C(/O)c1ccccc1 (configuration not stated)
[10] COc1ccc(CC(=O)OCC(=O)NCCc2ccccc2)cc1OC

Compound	1	2	3	4	5	6	7	8	9	10
Giardia kill	-7.3	-10.6	6.3	1.4	41.4[activator]	-18.5	-2.0	0.5	/	3.3
KCNH2 3.1 block	2.4	-3.6	0.5	-22.7	0.0	-41.7	-2.0	-0.8	/	-7.1
uPA generation	11.4%	9.8%	-0.2%	-6.5%	-8.5%	-1.6%	-0.3%	8.4%	/	-1.4%
KCNH2 WT inh	-5.6	-7.4	-5.2	-7.7	14.7	4.5	-2.0	-3.7	/	5.2
B2AR arrestin	0.3%	-1.6%	-0.1%	0.0%	-2.1%	-0.7%	-0.1%	-0.3%	-0.1%	0.0%
FBPA coupling cs	-1.5	0.9	0.8	-7.0	1.6	4.6	-1.6	3.2	-0.5	0.9
USP2a block	-3.1%	2.5%	2.6%	-15.4%	2.3%	-0.7%	1.9%	1.6%	-1.4%	2.0%
GALK inh	3.7%	-0.1%	1.3%	-0.5%	-3.8%	8.8%	-11.4%	-1.7%	1.0%	0.4%
Eya2 inh	-0.1%	-3.3%	-4.7%	0.7%	-7.8%	-6.0%	5.5%	10.3%	1.2%	4.0%
Chronic BCR inh	?	-0.8%	-1.1%	-3.6%	-5.4%	-0.5%	?	3.1%	-1.7%	0.4%
PKM2 activator	1.3%	2.9%	-1.8%	-1.1%	-12.6%	-5.1%	0.4%	/	0.6%	-0.3%

Retrieved by structure from the entries so far, three records:
[6] CN(Cc1cccs1)c1nc(-c2cccnc2)nc2ccccc12
[10] COc1ccc(CC(=O)OCC(=O)NCCc2ccccc2)cc1OC
[5] COc1cc(/C=N/NC(N)=S)ccc1OCC(=O)Nc1ccc(C)cc1

Compound	6	10	5
Giardia kill	-18.5	3.3	41.4[activator]
KCNH2 3.1 block	-41.7	-7.1	0.0
uPA generation	-1.6%	-1.4%	-8.5%
KCNH2 WT inh	4.5	5.2	14.7
B2AR arrestin	-0.7%	0.0%	-2.1%
FBPA coupling cs	4.6	0.9	1.6
USP2a block	-0.7%	2.0%	2.3%
GALK inh	8.8%	0.4%	-3.8%
Eya2 inh	-6.0%	4.0%	-7.8%
Chronic BCR inh	-0.5%	0.4%	-5.4%
PKM2 activator	-5.1%	-0.3%	-12.6%

The list goes on.
[11] Cc1cc(NC(=O)c2ccccc2C)ccc1NC(=O)c1ccccc1Cl
[12] O=C(CCCCCCN1C(=O)c2ccccc2C1=O)N1CCC(c2ccccc2)C1 (configuration not stated)
[13] COc1ccc(Nc2ncc(C(=O)O)c3ccccc23)cc1
[14] CC(C)CC1(C)NC(=O)N(CC(=O)N2C(C)CCCC2C)C1=O (configuration not stated)
[15] Cc1cc(C)nc(SCC(=O)Nc2nonc2N)n1
[16] COc1ccc(C2=Nn3c(nnc3-c3ccccc3F)SC2)cc1OC1CCCC1
[17] CC1(C)CC(=O)C2=C(C1)O[C@@]1(CCCCN3C(=O)c4ccccc4C3=O)Cc3ccccc3C2O1
[18] CC1CCc2c(sc3nc(CN4CCOCC4)nc(Sc4ccccc4)c23)C1 (configuration not stated)
[19] Cc1ccc2sc(N(CCN(C)C)C(=O)/C=C/c3cccs3)nc2c1C
[20] Cc1c(NC(=O)Nc2ccc(Cl)cc2)c(=O)n(-c2ccccc2)n1C
[21] COc1ccc(C2(CNC(=O)c3ccc(OCC(C)C)cc3)CCOCC2)cc1
[22] Cc1cc(C(=O)NCc2ccco2)sc1C
[23] Cc1ccc(C)c(NC(=O)Cn2nc(C(F)(F)F)cc2C2CC2)c1

Compound	11	12	13	14	15	16	17	18	19	20	21	22	23
Giardia kill	-0.3	17.1	-10.5	-2.8	1.7	?	/	-5.8	45.4[activator]	6.7	-6.5	11.7	-2.1
KCNH2 3.1 block	-4.1	-5.3	5.1	-33.0	-0.3	/	/	-37.1	-90.5*	1.3	-1.1	-8.1	4.3
uPA generation	?	-0.2%	/	20.5%	-4.5%	?	/	19.8%	?	11.5%	0.3%	4.4%	/
KCNH2 WT inh	2.6	-1.3	5.9	-17.7	-12.4	/	/	0.2	-101.0*	-32.1	0.3	6.6	-0.3
B2AR arrestin	-0.4%	5.9%	0.0%	-0.1%	0.0%	-0.5%	3.1%[9.22 µM]	1.9%	-1.0%	0.7%	0.2%	-0.3%	0.0%
FBPA coupling cs	5.2	7.1	-6.7	/	1.7	/	-1.7	-0.1	/	0.7	1.8	/	2.2
USP2a block	4.4%	0.7%	-0.6%	1.0%	9.7%	5.1%	-3.0%[7.66 µM]	-2.8%	-0.6%	-0.6%	-0.9%	-2.3%	-1.3%
GALK inh	1.7%	0.8%	-4.7%	/	-1.7%	/	/	-2.8%	2.3%	3.8%	-1.1%	/	3.0%
Eya2 inh	-3.7%	-9.0%	4.2%	-14.8%	15.8%	8.4%	-7.5%[15.4 µM]	5.9%	-11.6%	5.1%	-4.9%	-8.9%	-2.6%
Chronic BCR inh	-0.9%	?	-4.1%	-3.1%	-0.6%	5.8µM*	?	?	?	11.1%	-5.5%	?	-6.1%
PKM2 activator	0.6%	0.4%	-4.3%	/	10.6%	/	-8.3%[11.5 µM]	0.4%	/	-0.4%	2.7%	/	-15.9%
